Eya2 inh: blocks the phosphatase activity of human Eya2. recombinant Eya2, OMFP fluorescence dephosphorylation (OMFP is methylfluorescein phosphate). Potency, µM (titrated, usually from 76.9 µM), inactives show top-dose activity, negative = inhibition, most hits filed as inhibitors. actives 0.006% (n = 330,000). AID 488837; further: potency means the concentration at half of the fitted maximal effect; on the % scale 0 is the no-effect control and ±100 the full control effect
Target sequence (O00167 whole entry, looked up): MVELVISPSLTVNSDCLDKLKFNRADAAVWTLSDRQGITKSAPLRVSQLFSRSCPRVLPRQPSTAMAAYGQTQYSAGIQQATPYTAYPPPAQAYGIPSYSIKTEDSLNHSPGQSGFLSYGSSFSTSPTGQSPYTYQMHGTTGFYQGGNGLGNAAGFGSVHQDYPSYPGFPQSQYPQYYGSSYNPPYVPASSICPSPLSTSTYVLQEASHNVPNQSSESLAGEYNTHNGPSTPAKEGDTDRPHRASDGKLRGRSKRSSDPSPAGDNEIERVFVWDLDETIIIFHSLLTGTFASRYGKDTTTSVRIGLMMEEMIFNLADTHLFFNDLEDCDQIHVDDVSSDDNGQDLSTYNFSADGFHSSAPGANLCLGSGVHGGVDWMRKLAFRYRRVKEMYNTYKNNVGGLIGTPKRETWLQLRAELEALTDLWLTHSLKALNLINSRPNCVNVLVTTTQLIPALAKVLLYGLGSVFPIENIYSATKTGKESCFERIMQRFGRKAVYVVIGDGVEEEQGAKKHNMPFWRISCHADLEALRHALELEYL
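Eya2 (0.2 uM) preincubated 10 min at ambient with compound, then OMFP substrate added at 50 uM; 10 min reaction in 50 mM HEPES pH 7.5, 50 mM NaCl, 5 uM MgCl2, 0.05% BSA, 1 mM DTT. Fluorescence read at Ex 485/Em 525 nm.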
AT treatment: potential ataxia-telangiectasia treatments restoring KAP-1 phosphorylation. […] A-T fibroblasts, KAP-1 phosphorylation AlphaLISA; neocarzinostatin DNA damage 30 min before lysis. Potency, µM (top dose mostly 57.5 µM), for inactives: at the highest dose activation, actives largely listed as activators. actives 0.19% (n = 320,000); further: potency means the concentration at half of the fitted maximal effect; % of control where 0% means no effect; nearly all actives have a fitted effect of over 45% in size
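ATM-like activity read as KAP-1 phosphorylation via AlphaLISA donor/acceptor antibody pairs after lysis and 6 hr at 25C. Cells were ATM-null patient fibroblasts ([…], hTERT), dosed 60 min, then exposed to the DSB inducer NCS for 30 min.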
Tb PFK inh: T. brucei PFK enzyme inhibition. Potency, µM (titrated, usually from 57.5 µM), for the others: top-dose activity, negative = inhibition, actives largely listed as inhibitors. O15648. T. brucei PFK, ADP-Glo luminescence. actives 0.17% (n = 330,000). AID 485367;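 further: potency means the concentration at half of the fitted maximal effect; 0% = uninhibited 1x PFK enzyme wells and -100% = no-enzyme wells; nearly all actives have a fitted effect of over 60% in size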
Target sequence (O15648 whole entry, looked up): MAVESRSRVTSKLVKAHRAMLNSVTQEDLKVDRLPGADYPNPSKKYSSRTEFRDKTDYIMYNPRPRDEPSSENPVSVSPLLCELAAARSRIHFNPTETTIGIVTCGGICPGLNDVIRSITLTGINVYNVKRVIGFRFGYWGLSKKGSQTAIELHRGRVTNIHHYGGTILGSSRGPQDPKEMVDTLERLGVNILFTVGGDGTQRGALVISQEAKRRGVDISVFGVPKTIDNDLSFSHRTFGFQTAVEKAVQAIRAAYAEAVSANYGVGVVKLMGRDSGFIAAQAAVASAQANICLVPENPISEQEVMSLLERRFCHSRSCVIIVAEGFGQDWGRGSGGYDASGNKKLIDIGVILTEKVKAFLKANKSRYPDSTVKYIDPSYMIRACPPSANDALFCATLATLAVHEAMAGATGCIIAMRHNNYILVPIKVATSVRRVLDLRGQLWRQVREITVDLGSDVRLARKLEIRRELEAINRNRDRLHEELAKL
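Activity is normalized to no-enzyme wells (full inhibition) and 1.25 nM enzyme wells (no inhibition). Reaction: 0.5 mM F6P, 0.1 mM ATP, 45 min RT, ADP-Glo luminescence; concentration-response curves fitted and classed by quality.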
Chronic BCR inh: chronic active BCR signaling inhibition; Potency, µM (top dose mostly 46.1 µM), for inactives: top-dose ratio change, negative = lower green/red ratio, usual class: inhibitors; actives 0.05% (n = 340,000); ABC-DLBCL IkBa-CBG/CBR reporter, luminescence ratio, 4 h; active means well fitted inhibition curve with a large enough effect in the signal ratio, with a control signal flat, not every such curve was filed as active; inconclusive means small, poorly fitted or top-dose-only effect, or effect the other way, or a change in a side signal; the % refers to the signal ratio;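 further: potency means the concentration at half of the fitted maximal effect; plate controls were basal doxycycline-induced cells for no effect and cells given 10 µM MG132 for full effect; MG132 reads +100%, hits lower the ratio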
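TMD8 ABC-DLBCL cells carrying doxycycline-inducible green luciferase fused to IkappaBalpha plus unfused red luciferase were exposed to compounds (up to 46 uM) for 4 hrs at 37C. Activity came from the overlap-corrected green/red luminescence ratio.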
a7 integrin act: activators of alpha7 integrin expression for muscular dystrophy; actives 0.064% (n = 350,000); alpha7betagal myoblasts, beta-gal FDG fluorescence, 48 h; Potency, µM (top dose mostly 38.3 µM), without a hit: at the highest dose activation, actives largely listed as activators;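 further: potency means the concentration at half of the fitted maximal effect; 100% = response of the positive control SU9516; nearly all actives have a fitted effect of over 60% in size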
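Alpha7betagal+/- myoblasts (passage 13) were plated 16-24 hr, then exposed to compounds (1:260 dilution of DMSO stock) for 48 hours at 37C. After MPER lysis, β-galactosidase reporter activity was read as FDG fluorescence (ex 480/em 540) after 30 minutes.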
ELG1 repair inh: blocks ELG1-dependent DNA repair in HEK293T cells | HEK293T ELG1-luciferase reporter, luminescence, 16 h; DNA damage induced by 5-fluorouridine | Potency, µM (series often up to 46.1 µM), for inactives: top-dose activity change, negative = inhibition, usual class: inhibitors | actives 2.3% (n = 330,000); further: potency means the concentration at half of the fitted maximal effect; on the % scale 0 is the no-effect control and ±100 the full control effect; nearly all actives have a fitted effect of over 55% in size
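DMSO vehicle served as the neutral condition. Each well held 2,000 cells given 5-fluorouridine plus compound; after 16 hr at 37 °C/5% CO2, ONE-Glo was added and luciferase measured 30 min later.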
TCR act: T cell receptor activation; Potency, µM (titrated, usually from 9.22 µM), for inactives: at the highest dose activation of IL-2 secretion, usual class: activators; primary human leukocytes, anti-CD3, IL-2 HTRF, 48 h; 330,000 tested, under 10 active; AID 504894; further: % of control where 0% means no effect
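Human primary leukocytes + a-CD3 beads + cpd, 48 hr; IL-2 in supernatant by HTRF (ex 320nm / em 665nm). No co-stimulatory signal supplied.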
Mito fusion yeast: mitochondrial division inhibition or fusion activation; S. cerevisiae fusion-defective mutant growth rescue, CellTiterGlo 48 h; Potency, µM (top dose mostly 46.1 µM), without a hit: at the highest dose growth rescue (activation), usual class: activators; actives 0.23% (n = 320,000);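 further: potency means the concentration at half of the fitted maximal effect; % of control where 0% means no effect; nearly all actives have a fitted effect of over 45% in size; temperature-sensitive fusion mutants such as fzo1-1 at 37 °C on non-fermentable ethanol glycerol medium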
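Growth-rescue viability read-out: after 48 h at the non-permissive 37C in glycerol/ethanol YPEG, yeast mitochondrial fusion mutants are measured by CellTiterGlo luminescence; compounds (23 nl pinned per well) restoring growth score as division inhibitors or fusion activators.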
TSHR antagonist: blocks TSH signaling through the human TSH receptor. P16473. actives 0.2% (n = 330,000). TSHR-expressing cells, TSH-stimulated cAMP HTRF, 2 h; stronger effect = lower value. AID 504810. activity change, negative = inhibition, % at 11.5 µM;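 active means activity change below a set negative limit, meaning inhibition stronger than a set level, cut at about -70% in these data; inconclusive means activity change between two set negative limits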; further: on the % scale 0 is the no-effect control and ±100 the full control effect
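Inhibition of cAMP made by TSHR-expressing cells under TSH stimulation (4nM final, EC80; 2 h, 37 deg C) is quantified with a one-step lysis HTRF kit, anti-cAMP cryptate versus cAMP-d2.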
ASM inhibitor: inhibitors of human secretory acid sphingomyelinase | AID 504937 | actives 0.006% (n = 340,000) | placental ASM, HMU-PC fluorogenic substrate, 60 min | Potency, µM (highest dose often 57.5 µM), for the others: top-dose activity change, negative = inhibition, most hits filed as inhibitors; further: potency means the concentration at half of the fitted maximal effect
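Human placenta-derived ASM enzyme was preincubated with compound for 10 minutes at room temperature, then given fluorogenic substrate HMU-PC0 (9 uM final) for 60 minutes at 37 °C; a pH 10 stop preceded fluorescence reading at Ex 386/Em 447 nm.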
TSG101-PTAP inh: blocks PTAP/TSG101 interaction to inhibit HIV-1 budding | Q99816 | Fluorescence polarization, FITC-PTAP peptide / Tsg101 binding | Potency, µM (series often up to 115 µM), inactives show at the top dose activity change, negative = inhibition, actives largely listed as inhibitors | 340,000 tested, under 10 active | AID 493005; active means well fitted inhibition curve with a large enough effect in the main read-out, with a control signal flat, not every such curve was filed as active; inconclusive means small, poorly fitted or top-dose-only effect, or effect the other way, or a change in a side signal; inactive means no such curve, though single readings can be large or run the other way; further: potency means the concentration at half of the fitted maximal effect; % of control where 0% means no effect
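Compounds were pin-transferred onto Tsg101 binding domain (10 uM final) in HEPES pH 7.5 buffer, then FITC-PTAP peptide was added at 50 nM final. After 20 min at RT, polarization reported peptide displacement across a qHTS concentration series.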
An asterisk follows results filed as active; u = inconclusive; x = not tested or not shown; [ ] = remark or other dose. Unless noted, the call rests on the fitted dose curve; in most records, active means well fitted curve in the direction sought with a large enough effect; inconclusive means small, poorly fitted or top-dose-only effect, or another doubt; inactive means no such curve, though single readings can be large; an effect the other way counts as inactive or inconclusive. An unsorted share of the library; overall some 3.2% were active at least once.

cpd	Structure	Tb PFK inh	a7 integrin act	ELG1 repair inh	AT treatment	Eya2 inh	TCR act	ASM inhibitor	Chronic BCR inh	Mito fusion yeast	TSG101-PTAP inh	TSHR antagonist
1	COc1cc(/C=C/C(=O)c2ccccc2O)cc(OC)c1OC	2%	15%	10%	-11%	9%	4%	u	u	13%	-4%	-13
2	Cc1c(Cl)cccc1NC(=O)C1CCN(S(C)(=O)=O)CC1	3%	10%	-4%	-2%	-1%	-10%	6%	-29%	-1%	-1%	-14
3	NC(=O)C1CCN(C(=O)CC(c2ccccc2)c2ccccc2)CC1	-3%	-14%	0%	28%	4%	2%	6%	5%	-1%	-1%	17
4	COC(=O)c1nc(N)sc1-c1ccc(Cl)cc1	2%	14%	u	-1%	10%	-5%	40%[activator]	u	-2%	-4%	-11
5	Clc1ccc(CN2CCC(c3ccccc3)CC2)cc1	-25%	-13%	3%	0%	-15%	6%	0%	3%	22%	-4%	-7
6	Cc1ccc(C)c(NC(=O)COC(=O)Cc2ccsc2)c1	-1%	9%	10%	1%	-24%	-2%	2%	1%	2%	-2%	2
7	CC(=O)Nc1ccc(NC(=O)CN(C)S(=O)(=O)c2ccc3nc(C)sc3c2)cc1	-1%	-9%	-6%	10%	-18%	-21%	6%	0%	6%	1%	-6
8	CC(C)N1CCC2(CC1)N=C(c1ccc3c(c1)OCO3)CC(c1cc(Cl)ccc1O)N2 (centres undefined)	2%	0%	-22%	11%	11%	6%	-3%	u	7%	-8%	-18
9	Cc1nc2nc3c(cn2n1)C(=O)CC(C)(C)C3	0%	23%	-2%	5%	20%	x	2%	1%	-4%	-4%	-2
10	Cc1ccc(NC(=O)Cc2nnc(SCC(=O)c3ccc(Br)cc3)n2C)cc1	-7%	-9%	-1%	5%	-10%	-2%	-1%	20%	1%	-3%	4
11	CCCN1Cc2cccc(C(=O)N3CCN(c4ccc(OC)cc4)CC3)c2C1=O	-1%	9%	14%	-3%	6%	-3%	6%	1%	-1%	-2%	21
12	CCc1nnc(NC(=O)CSc2nnc3c(n2)[nH]c2ccccc23)s1	-9%	-3%	-7%	-6%	-4%	-7%	-2%	u	0%	1%	19
13	CS(=O)(=O)c1nsc2nc(=O)c(/C=C3\C=Nc4ccccc43)c(N)n12	-3%	-20%	-4%	-3%	12%	-8%	22%	-9%	29%	-4%	-4
14	Cc1ccc(/C=C/C(=O)OCn2nnc3ccccc3c2=O)o1	-1%	-3%	12%	5%	7%	-1%	-4%	-1%	18%	-5%	-3
15	CCc1ccc(C(=O)NCc2ccc(Cl)cc2)cc1	0%	10%	u	1%	-1%	2%[46.1 µM]	1%	7%	-7%	-1%	3
16	O=C(N/N=C/c1cccc(OC(=O)c2ccc([N+](=O)[O-])cc2)c1)c1cccnc1	0%	0%	-9%	0%	-5%	-33%	4%	6%	3%	-2%	6
17	CCOc1ccc(C(=O)Nc2ccncc2)cc1	1%	-5%	0%	5%	-5%	0%	0%	-10%	-8%	-1%	-14
18	Cc1nn(CC(=O)NCc2cccnc2)c(=O)c2ccccc12	-1%	16%	4%	-6%	10%	4%	2%	-1%	-1%	-1%	2
19	O=[N+]([O-])c1ccc(N2CCCCCC2)c(S(=O)(=O)N2CCCCC2)c1	-1%	13%	-1%	-5%	9%	-26%	-3%	3%	-5%	-2%	-9
20	O=C(COC(=O)/C=C/c1ccc(S(=O)(=O)N2CCOCC2)cc1)NC1CCCCCCC1	-1%	28%	9%	-2%	-14%	0%	-3%	-14%	1%	-5%	-7

Limited to Tb PFK inh and Mito fusion yeast (three entries from above):
No.	smiles	Tb PFK inh	Mito fusion yeast
1	COc1cc(/C=C/C(=O)c2ccccc2O)cc(OC)c1OC	2%	13%
2	Cc1c(Cl)cccc1NC(=O)C1CCN(S(C)(=O)=O)CC1	3%	-1%
3	NC(=O)C1CCN(C(=O)CC(c2ccccc2)c2ccccc2)CC1	-3%	-1%

The list continues:
cpd	Structure	Tb PFK inh	a7 integrin act	ELG1 repair inh	AT treatment	Eya2 inh	TCR act	ASM inhibitor	Chronic BCR inh	Mito fusion yeast	TSG101-PTAP inh	TSHR antagonist
21	COc1ccc(/C=C/C(=O)OCC(=O)NC2CCCCCC2)cc1OC	0%	9%	-10%	0%	-5%	4%[46.1 µM]	2%	12%	x	-5%	-9
22	O=C(Cc1ccc(Cl)cc1)Nc1ccc(CN2CCCCC2)cc1	-25%	-38%	-5%	6%	-28%	1%	-1%	-24%	-1%	-2%	0
23	COC(=O)c1cc(C(=O)Nc2nnc(C3CC3)s2)cc([N+](=O)[O-])c1	1%	15%	-13%	x	12%	-5%[46.1 µM]	x	u	20%	0%	-1
24	Cc1cc(C(=O)N/N=C/c2c[nH]c3ccccc23)cs1	-6%	22%	u	-1%	-2%	-4%[46.1 µM]	-3%	u	-28%	-8%	-11
25	CCS(=O)(=O)N1CCN=C1SCc1ccccc1	1%	u	-2%	-2%	-5%	-8%	2%	3%	3%	0%	-7
26	CCN(CC(=O)Nc1ccccc1C(=O)OC)S(=O)(=O)c1ccc(OC)cc1	-13%	-5%	-13%	0%	-14%	-2%	-4%	1%	9%	-1%	-4
27	COc1ccccc1N1CCN(C(=O)C2CCN(S(=O)(=O)c3ccccc3)CC2)CC1	1%	16%	-25%	9%	7%	4%	2%	8%	1%	-8%	-13
28	O=S(=O)(c1ccc(N2CC=C(c3ccccc3)CC2)nc1)N1CCCC1	23%	-45%[inhibitor]	u	4%	-1%	-4%	-3%	-12%	0%	3%	-20
29	Cn1c(=O)n(CC(=O)NC2CCCCC2)c(=O)c2ccccc21	-1%	16%	0%	x	6%	0%	2%	-14%	8%	-2%	30
30	CCCS(=O)(=O)N1CCCC(C(=O)NCc2cccnc2)C1 (centres undefined)	1%	-13%	0%	-3%	4%	-25%	-1%	0%	2%	1%	36
31	CN1c2ccccc2C(=O)/C(=C\Nc2ccc(F)cc2)S1(=O)=O	1%	9%	-9%	-6%	-1%	2%	55%	u	-1%	-7%	-5
32	O=C(NC1CCSC1=O)c1ccc(Cl)cc1 (centres undefined)	0%	5%	3%	x	14%	0%	3%	-11%	2%	-8%	2
33	CCCCNC(=O)Cc1ccc(Br)cc1	u	3%	-2%	-1%	7%	4%	6%	u	7%	-1%	10
34	Clc1ccc(-c2cn3cccnc3n2)cc1Cl	-4%	17%	u	1%	18%	-2%	86%[activator]	2%	8%	-3%	-6
35	NC(=O)CC(NC(=O)c1ccccc1)c1ccc(N2CCC(Br)CC2)c([N+](=O)[O-])c1 (centres undefined)	-1%	3%	u	5%	-5%	-1%	2%	-3%	-1%	0%	-5
36	Cc1c(C(=O)O)sc(S(=O)(=O)N2CCN(C(=O)Cc3ccccc3)CC2)c1C(=O)O	0%	16%	u	8%	1%	0%	3%	4%	-2%	1%	6
37	CC(C)CNC(=O)c1ccc(Cl)c(NC(=O)COc2ccccc2)c1	-2%	x	11%	6%	-7%	x	x	4%	13%	x	-1
38	CCCSc1ccc([C@H]2N[C@@](CC(C)C)(C(=O)OC)[C@H]3C(=O)N(CC)C(=O)[C@@H]23)cc1	0%	5%	-13%	1%	19%	5%	-10%	2%	x	-4%	3
39	COc1ccc(C)cc1S(=O)(=O)NC1CCCCC1	-2%	-14%	-10%	12%	-2%	-1%	6%	0%	1%	0%	-5
40	CCc1cccc2[nH]c3cc([N+](=O)[O-])ccc3c12	-13%	0%	11%	3%	-4%	9%	-4%	u	-14%	-14%	7

Screening results deposited in PubChem by National Center for Advancing Translational Sciences (NCATS).
